mcGAS lum = mouse cGAS inhibition by luminescence; AID 1259399; Q8C6L5; recombinant cGAS, Kinase-Glo ATP depletion luminescence; 0.15% of 160,000 active; inhibition, % at 12.5 µM;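 further: 0% = negative control wells and 100% = reference inhibitor with no enzyme activity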
hcGAS lum = human cGAS inhibition; recombinant h-cGAS, ATP depletion, Kinase-Glo luminescence; inhibition, % at 12.5 µM; AID 1259398; 0.081% of 290,000 active;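 further: 0% = vehicle reaction and 100% = reaction without DNA for no activity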
Target sequence (Q8N884 whole entry, looked up): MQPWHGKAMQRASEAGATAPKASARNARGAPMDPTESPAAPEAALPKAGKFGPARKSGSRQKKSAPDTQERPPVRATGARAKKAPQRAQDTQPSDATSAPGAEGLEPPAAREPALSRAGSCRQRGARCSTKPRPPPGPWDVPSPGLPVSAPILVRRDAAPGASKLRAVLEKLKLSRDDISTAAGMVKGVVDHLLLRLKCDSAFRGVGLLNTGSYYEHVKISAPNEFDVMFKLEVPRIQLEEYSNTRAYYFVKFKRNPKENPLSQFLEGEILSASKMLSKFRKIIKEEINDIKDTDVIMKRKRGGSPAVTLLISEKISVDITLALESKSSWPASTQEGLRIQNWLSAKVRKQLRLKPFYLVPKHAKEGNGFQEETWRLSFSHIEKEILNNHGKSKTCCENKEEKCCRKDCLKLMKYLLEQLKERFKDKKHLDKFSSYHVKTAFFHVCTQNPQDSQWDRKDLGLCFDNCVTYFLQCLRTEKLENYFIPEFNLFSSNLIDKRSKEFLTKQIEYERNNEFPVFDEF
NPYLR7 agonist = activates Aedes aegypti NPYLR7 receptor; HEK293T NPYLR7/Galpha15, GCaMP6s calcium fluorescence; activation, % at 10 µM; 0.15% of 270,000 active; in the data active means activation above about 40%;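 further: 0% = vehicle and 100% = reference agonist at the receptor; some compounds past the cut are filed as inactive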
* marks the source's active call; other numbers are inactive results; / = not tested or not shown. Unless noted, no stated cut-off is given here; in the data, active means inhibition above about 40%; inactive means the rest.

SMILES | mcGAS lum | hcGAS lum | NPYLR7 agonist
CCOC(=O)c1cn[nH]c1S(=O)(=O)N(C)c1cccc(C)c1 | -8 | -1 | 2
COc1ccc(NC(=O)c2cc3nc(-c4ccco4)cc(C(F)(F)F)n3n2)c(OC)c1 | 3 | 6 | 24
CCn1c(O)c(C=Nc2c(C#N)c(C)c(C)n2C2CCCCC2)c(=O)n(CC)c1=S | -9 | -24 | 69*
Cc1ccsc1CN(Cc1ccccc1)C(=O)CN(CC(C)C)C(=O)/C=C/c1ccc([N+](=O)[O-])cc1 | -5 | -9 | 6
O=C(Nc1nccs1)c1cc(S(=O)(=O)N2CCOCC2)ccc1Cl | -8 | -3 | -7
Cc1ccc(Cn2nnc3c(SCC(=O)N4CCOCC4)ncnc32)cc1 | 1 | -4 | 15
c1coc(-c2nnc(SCc3cn4ccccc4n3)n2C2CCCCC2)c1 | / | -3 | 0
COc1ccc(C2CCCCCN2C(=O)CC2c3ccccc3C=CN2C(C)=O)cc1 (configuration not stated) | / | -12 | 13
COc1ccc2[nH]c3ccc([N+](=O)[O-])cc3c(=O)c2c1 | 0 | 5 | 6
CC1CCN(C(=O)N2CCN(S(=O)(=O)N3CCOCC3)CC2)CC1 | / | -7 | 9
COc1ccc(C(=O)NCCNC(=O)[C@H]2CCCN2C(=O)CCc2ccccc2)cc1 | 1 | -2 | 3
CCN(CCN1C(=O)CSC1c1ccc(C)cc1)C(=O)c1ccc(F)cc1 (configuration not stated) | -3 | -4 | -6
C=CCN(CC(=O)N1CCc2sccc2C1COc1ccc(Cl)c(C)c1)C(=O)COC (configuration not stated) | -6 | -3 | -3
Cc1ccc(-c2ccc(CCC(=O)NCc3c(F)cccc3Cl)n2-c2ccc(CC#N)cc2)c(C)c1 | -11 | -9 | 2
Nc1ccccc1-c1nc(-c2cccc(N3CCCC3=O)c2)cs1 | -16 | -7 | 2
S=c1[nH]nc(Cn2cncn2)n1CC1CCCCC1 | -5 | -4 | -7
COc1ccc(CCNC(=O)COn2nnc3ccc(Cl)cc32)cc1 | -3 | 3 | -1
O=C(NCCOc1ccccc1Cl)c1cccnc1N1CCCC1c1cccnc1 (configuration not stated) | -1 | 8 | 6
Nc1nnc(SCc2cccc(I)c2)s1 | / | 1 | -1
CCOC(=O)c1ccc(Nc2nnc(-c3cc4cc(Br)ccc4oc3=O)s2)cc1 | -4 | -6 | 11
COc1ccc(C(C2Sc3ncnn3C2=O)N2CCN(C)CC2)cc1OC (configuration not stated) | -7 | -3 | 2
CCc1nccn1CCNC(=O)c1cc(Cn2cnc3ccccc32)[nH]n1 | / | -5 | 7
C=CCN1C(=O)CNC12CCN(C(=O)C1CCC1)CC2 | / | -8 | 28
C/C(Nc1ccc(C)cc1)=C(/C#N)C(N)=O | -6 | -6 | 1
Cc1cc(C(F)(F)F)n2ncc(C(=O)N3C[C@@H]4[C@H](C3)[C@H]3CC[C@@H]4O3)c2n1 | / | -3 | 6
COc1nn(C)cc1C(=O)N1CCC(C)CC1 | / | -3 | 3
O=C(NCCc1ccc(F)cc1)N1CCC2(CCCNC2)C1 (configuration not stated) | -9 | -7 | -1
COC(=O)CC(NC(=O)C1CCN(C(=O)c2cccs2)CC1)c1cccs1 (configuration not stated) | / | -6 | 5
Cc1cccc2c(=O)c(-c3ccccc3)c(NC(=O)CC(C)C)oc12 | / | -3 | 5
Cc1noc(-c2ccc(OC(F)(F)F)cc2)c1C(=O)NCc1ccc(F)c(F)c1 | -6 | -7 | 5

The closing 5 records of the section before lead into the next.
SMILES | mcGAS lum | hcGAS lum | NPYLR7 agonist
COc1nn(C)cc1C(=O)N1CCC(C)CC1 | / | -3 | 3
O=C(NCCc1ccc(F)cc1)N1CCC2(CCCNC2)C1 (configuration not stated) | -9 | -7 | -1
COC(=O)CC(NC(=O)C1CCN(C(=O)c2cccs2)CC1)c1cccs1 (configuration not stated) | / | -6 | 5
Cc1cccc2c(=O)c(-c3ccccc3)c(NC(=O)CC(C)C)oc12 | / | -3 | 5
Cc1noc(-c2ccc(OC(F)(F)F)cc2)c1C(=O)NCc1ccc(F)c(F)c1 | -6 | -7 | 5
Cc1nnc(SCCCNC(=O)C2CCS(=O)(=O)CC2)s1 | -8 | -1 | 1
COc1ccccc1C(=O)n1nc(C)n(-c2ccc(C)cc2)c1=S | / | -2 | 0
CC1=NN(C(=O)c2ccccc2)C(C)(NN(C)c2ccccc2)C1 (configuration not stated) | / | -7 | -7
CC(=O)Nc1nnc(-c2cc(C)nn2C)o1 | -4 | 1 | -5
Cc1cccc(-c2cn[nH]c2C2CCN(C(=O)CN)CC2)c1 | / | -7 | 3
C=CCc1c(C)nc2c(-c3ccccc3)cnn2c1Nc1ccncc1 | -5 | -6 | 2
COc1cccc(C(=O)Nc2c3c(nn2-c2ccccc2C)CS(=O)C3)c1OC (configuration not stated) | / | -12 | -1
CCN(Cc1cccc(C(=O)Nc2c(C)noc2C)c1)CC1CCCO1 (configuration not stated) | -14 | -5 | 6
CN[C@H](CC(C)C)C(=O)N[C@H]1C(=O)N[C@@H](CC(N)=O)C(=O)N[C@H]2C(=O)N[C@H]3C(=O)N[C@H](C(=O)N[C@H](C(=O)O)c4cc(O)cc(O)c4-c4cc3ccc4O)[C@H](O)c3ccc(c(Cl)c3)Oc3cc2cc(c3O[C@@H]2O[C@H](CO)[C@@H](O)[C@H](O)[C@H]2O[C@H]2C[C@](C)(N)[C@H](O)[C@H](C)O2)Oc2ccc(cc2Cl)[C@H]1O | -3 | 4 | 2
CCc1ccc(C(O)c2ncc(-c3ccccc3Cl)[nH]2)cc1 (configuration not stated) | / | 2 | 2
C(=C\c1nn2c(-c3ccco3)nnc2s1)/c1cccnc1 | 3 | -2 | 1
Cc1nc(-c2cccc(C(=O)N(CCN(C)C)Cc3ccc(C)s3)c2)no1 | / | -7 | 1
Cc1nc2sc3c(NC4CCCCC4)ncnc3c2c2c1COC(C)(C)C2 | / | -6 | 6
COc1ccc(OC)c(S(=O)(=O)N2CCN(c3nc4nccc(-c5cccc(C(F)(F)F)c5)n4n3)CC2)c1 | -4 | -4 | /
O=C(CCN1C(=O)c2ccccc2C1=O)NCC1CCCO1 (configuration not stated) | -5 | -10 | -4
COc1ccnc(N2CCC(C3CCCCCN3C(=O)c3ccccc3)CC2)n1 (configuration not stated) | / | -11 | 9
Cc1ccc(-n2nnnc2CNS(=O)(=O)c2ccccc2C(F)(F)F)cc1 | -8 | -8 | 1
Cc1nn(-c2ccccc2)c(C)c1CC(=O)N1CCC(n2ccnc2)C1 (configuration not stated) | -18 | -7 | 9
COc1cc(C2N=C(N)Nc3nc4ccccc4n32)cc(OC)c1OC (configuration not stated) | / | -7 | 0
CCN1CCN(c2c(CN(CCOC)C(=O)N(C)C)c(C)nn2-c2ccccc2)CC1 | -7 | -7 | 6
C=CCN(Cc1nccn1Cc1ccc(C)cc1)C(=O)CC(C)C | 0 | 3 | 0
Cc1cc(F)ccc1S(=O)(=O)N1CCCCC1CCNC(=O)C(=O)NCc1ccco1 (configuration not stated) | / | -6 | 4
O=C(Nc1cccc(-c2nc3ccccc3o2)c1)c1ccc(-c2ccccc2)cc1 | -4 | -3 | -5
COC(=O)CC1C(=O)NCCN1C(=O)NC1CCCCC1 (configuration not stated) | -8 | -3 | 5
O=C(CN(CCN1CCOCC1)C(=O)Nc1c(Cl)cccc1Cl)N(Cc1ccc2c(c1)OCO2)Cc1ccco1 | -5 | -5 | -8
CCCCn1c(C(=O)Nc2cccc(C(F)(F)F)c2)cc2c(=O)n(C)c(=O)n(C)c21 | -8 | -6 | -2
CC(=O)Nc1cc(F)c(S(=O)(=O)N2CCC(C)CC2)cc1Cl | / | 3 | -29
OCCOc1ccccc1-c1nccn1CCc1cccc(F)c1 | / | -4 | 1
Brc1ccc(CN2CCOc3cccnc32)s1 | / | -15 | 1
CC(C)N(Cc1ccc(OS(=O)(=O)c2ccc(F)cc2)cc1)C(=O)Nc1ccc(Br)cc1 | -4 | -3 | -3
CCC(C(=O)N1CCN(c2nc(C)nc(C)c2Cc2cccc(OC)c2)CC1)c1ccccc1 (configuration not stated) | -7 | -7 | 21
CCC(C)N(CC(=O)N(Cc1ccco1)Cc1cccn1C)C(=O)Nc1ccccc1C (configuration not stated) | -6 | -8 | -9
COCCNC(=O)c1ccc(OC2CCN(Cc3c[nH]c4ccccc34)CC2)c(Cl)c1 | -8 | -8 | 1
O=C(c1cnn(Cc2ccccc2)c1)N1CCCC(Nc2cccc(F)c2)C1 (configuration not stated) | -9 | -6 | 1
O=C(c1ccc(F)c(F)c1)N1CCN(C(c2ccccc2)c2ccc(Cl)cc2)CC1 (configuration not stated) | -7 | -10 | 16
COc1ccc(C(=O)NCCn2ncc3c(=O)n(Cc4cccc(C)c4)cnc32)cc1 | -10 | -8 | -2
O=C(O)c1cccnc1Nc1cccc(F)c1 | / | -1 | -4
CC(=O)Nc1ccc(OS(=O)(=O)N(C)C2CCCCC2)cc1 | / | 9 | -5
COc1cccc(C2C(=C(O)c3ccc(Cl)cc3)C(=O)C(=O)N2CCN(C)C)c1OC (configuration not stated) | -7 | -6 | 7
Cc1cccc(N2CC(C(=O)N3CCN(C4CCCC4)CC3)CC2=O)c1 (configuration not stated) | / | 5 | 6
Cc1nc(-c2cccs2)sc1C(=O)O | / | -2 | -3
Cc1nc(-c2cccs2)c(CCC(=O)Nc2ccc(OC(C)C)cc2)s1 | -9 | -3 | /
Cc1ccc(C)c(NC(=O)C(OC(=O)CC2CCS(=O)(=O)C2)c2ccccc2)c1 (configuration not stated) | / | -6 | 4
CC(C)CC(=O)Nc1nc(OCCN2CCCC2=O)cnc1-c1cc(Cl)cc(Cl)c1 | -1 | 1 | -1
CCCCn1c(=O)[nH]c(=O)c2c1nc(COC(=O)C1CC1C)n2CC (configuration not stated) | / | -2 | 5
CCS(=O)(=O)Nc1ccc(-c2nc(CC3CCN(C)CC3)no2)cc1 | / | -5 | -2
COc1ccccc1N1C(=O)c2ccccc2NC1C(OC)OC (configuration not stated) | / | 5 | 5
CCCN1CCC(NC(c2nccn2C)C(C)C)CC1 (configuration not stated) | / | -7 | 5
CN(C)C(=O)COC(=O)c1cc(F)cc(Cl)c1O | -9 | -9 | 3
COc1ccc(-c2cnc3ncnn3c2NCc2ccccc2OC(F)F)cc1 | -7 | -7 | /

Results in hcGAS lum and mcGAS lum, for some of the entries so far:
Structure	hcGAS lum	mcGAS lum
COc1ccnc(N2CCC(C3CCCCCN3C(=O)c3ccccc3)CC2)n1 (configuration not stated)	-11	/
Cc1ccc(-n2nnnc2CNS(=O)(=O)c2ccccc2C(F)(F)F)cc1	-8	-8

5 entries from above, reformatted:
Each structure is followed by: mcGAS lum	hcGAS lum	NPYLR7 agonist
CCCCn1c(=O)[nH]c(=O)c2c1nc(COC(=O)C1CC1C)n2CC (configuration not stated)
    /	-2	5
CCS(=O)(=O)Nc1ccc(-c2nc(CC3CCN(C)CC3)no2)cc1
    /	-5	-2
COc1ccccc1N1C(=O)c2ccccc2NC1C(OC)OC (configuration not stated)
    /	5	5
CCCN1CCC(NC(c2nccn2C)C(C)C)CC1 (configuration not stated)
    /	-7	5
CN(C)C(=O)COC(=O)c1cc(F)cc(Cl)c1O
    -9	-9	3

(further entries)
SMILES | mcGAS lum | hcGAS lum | NPYLR7 agonist
O=c1c2cc3c(=O)n(C4CC4)ccc3nc2ccn1-c1ccn[nH]1 | / | -8 | 2
O=S(=O)(c1ccc(N2CCN(c3ccccc3F)CC2)nn1)C1CCCCC1 | -8 | -6 | -1
NCC1CN(Cc2cn(CCC(N)=O)c3ccccc23)CCO1 (configuration not stated) | / | 0 | 6
CCN(CC)C(=O)c1cc(NC(=O)Nc2ccc(OC)cc2OC)ccc1N1CCCC1 | -5 | -8 | -12
O=C(c1cccc2cccc(C(=O)N3CCC(n4c(=O)[nH]c5ccccc54)CC3)c12)N1CCC(n2c(=O)[nH]c3ccccc32)CC1 | -2 | -2 | -14
O=C1OC(/C=C/c2ccccc2)=NC/1=C/c1cccc(Cl)c1 | / | 9 | -4
Cc1nn(CN(C)C(c2cccnc2)C(C)C)c(C)c1Br (configuration not stated) | / | -11 | -1
CCc1c(C)nc(-n2nc(C)cc2NC(=O)c2cccc3ccccc23)[nH]c1=O | -8 | -11 | 13
CN(C(=O)COC(=O)c1ccc(Br)o1)C1CCCCC1 | -5 | -5 | 4
Cc1ccc(C)c2sc(OC3CCN(S(=O)(=O)c4cccnc4)CC3)nc12 | / | -9 | -7
COc1ccc(CNCc2ccco2)cc1OS(=O)(=O)c1ccc(NC(C)=O)cc1 | -2 | 1 | 19
O=C1Nc2ccc(S(=O)(=O)N3CCCC3)cc2C1=O | -5 | -2 | 3
O=Cc1cccn1CCc1ccncc1 | / | -9 | 10
CCCCN(C)c1c(C)nc2ccc(C(=O)NCCOc3ccc(OC)cc3)cn12 | -1 | -3 | -7
Cc1ccc2occ(C3CC(=O)Nc4c3c(C)nn4-c3ccc(=O)[nH]n3)c(=O)c2c1 (configuration not stated) | / | 0 | 0
CCn1cc(S(=O)(=O)N2CC[C@@](C)(O)[C@@H](CC(C)C)C2)cn1 | / | -5 | 13
C=C(C)CNC(=O)c1cc(N2CCOCC2)nc2ccccc12 | -7 | -7 | 6
COc1cc2ccncc2cc1OC | / | 6 | 2
O=S(=O)(c1ccc(Cl)cc1)N1CCN(c2nc(-c3ccccc3)nc3ccccc23)CC1 | -4 | -3 | -14
Cc1c(O)c(CN2CCCC2)cc2c1oc(=O)c1ccccc12 | 0 | -1 | 0
O=c1cc(CSc2nnnn2-c2ccccc2)c2cc3c(cc2o1)CCC3 | / | -3 | 4
CCOCCOc1nc(-c2ccc3c(c2)OCO3)n(-c2ccc(NC(=O)c3ccc(Cl)c(Cl)c3)cc2)n1 | -3 | 5 | /
COCCOC(=O)N1C2CCC(O)(CC2)C1COC (configuration not stated) | -2 | 5 | 3
c1cncc(N=c2scc(-c3cccs3)n2C2CCCC2)c1 | -7 | -4 | 6

High-throughput results from PubChem BioAssay.
